DENV2 CPE rescue – protects cells from dengue virus 2 cytopathic effect. DENV2-infected cells, cytopathic effect rescue, plate reader. CPE inhibition, % at 9.99 µM. hit rate 1.7% among 350,000. AID 651640; in the data active = CPE inhibition above about 20%, passing the limit was not always enough; inconclusive = no clear call, values can overlap the other calls; tested in BHK-21 cells;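 also: 0% = median of neutral control wells and 100% = median of positive control wells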
CFTR F508del cor – CFTR F508del correction in bronchial cells. CFBE cells, YFP halide quenching; stimulated with forskolin plus potentiator P3; % fluorescence drop versus neutral controls. activity (quench increase), % at 7.58 µM. hit rate 0.36% among 350,000;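 active = mean added fluorescence quench of at least 8% versus neutral control, with both replicates also reaching 8%; inconclusive = only one of the mean or replicate conditions met; inactive = mean below 8% and not both replicates reaching 8%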;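 also: cells transiently co-express mutant CFTR-F508del with the halide-sensitive YFP; corrector assay measuring rescue of mutant channel to the surface after 24 h compound exposure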
miR122 inh – miR-122 inhibition in Huh7 cells. Huh7 miR-122 Renilla luciferase sensor, 48 h; neutral wells = 0, positive control = 100. hit rate 0.3% among 340,000. activation (reporter increase), % at 12.5 µM. AID 602342;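 active = mean replicate activation score at least 90 and every replicate individually at or above 90; inconclusive = only one of the two criteria met; inactive = neither criterion met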;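 also: higher luciferase means less miR-122 activity so hits act as miR-122 inhibitors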
ERp5 inh – blocks human ERp5 reductase activity on insulin; Q15084; ERp5 insulin aggregation, absorbance 650 nm, 90 min; inhibition, % at 9.99 µM; hit rate 0.05% among 350,000; AID 651711;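 active = mean replicate inhibition above about 25%, with every replicate also reaching it, limit read from the data, passing the limit was not always enough; inconclusive = only one of those two criteria met; inactive = neither criterion met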
ERAP1 inh – inhibitors of human ERAP1 aminopeptidase. Q9NZ08. recombinant ERAP1, Leu-AMC fluorescence, 60 min. inhibition, % at 10.7 µM. hit rate 0.15% among 340,000;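 active = mean replicate inhibition of at least 30%, or all replicates individually reaching that 30% level; inactive = mean below 30% and not every replicate reaching it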;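 also: 0% = neutral control wells and 100% = L-leucinethiol positive control wells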
Target sequence (Q9NZ08 whole entry, looked up): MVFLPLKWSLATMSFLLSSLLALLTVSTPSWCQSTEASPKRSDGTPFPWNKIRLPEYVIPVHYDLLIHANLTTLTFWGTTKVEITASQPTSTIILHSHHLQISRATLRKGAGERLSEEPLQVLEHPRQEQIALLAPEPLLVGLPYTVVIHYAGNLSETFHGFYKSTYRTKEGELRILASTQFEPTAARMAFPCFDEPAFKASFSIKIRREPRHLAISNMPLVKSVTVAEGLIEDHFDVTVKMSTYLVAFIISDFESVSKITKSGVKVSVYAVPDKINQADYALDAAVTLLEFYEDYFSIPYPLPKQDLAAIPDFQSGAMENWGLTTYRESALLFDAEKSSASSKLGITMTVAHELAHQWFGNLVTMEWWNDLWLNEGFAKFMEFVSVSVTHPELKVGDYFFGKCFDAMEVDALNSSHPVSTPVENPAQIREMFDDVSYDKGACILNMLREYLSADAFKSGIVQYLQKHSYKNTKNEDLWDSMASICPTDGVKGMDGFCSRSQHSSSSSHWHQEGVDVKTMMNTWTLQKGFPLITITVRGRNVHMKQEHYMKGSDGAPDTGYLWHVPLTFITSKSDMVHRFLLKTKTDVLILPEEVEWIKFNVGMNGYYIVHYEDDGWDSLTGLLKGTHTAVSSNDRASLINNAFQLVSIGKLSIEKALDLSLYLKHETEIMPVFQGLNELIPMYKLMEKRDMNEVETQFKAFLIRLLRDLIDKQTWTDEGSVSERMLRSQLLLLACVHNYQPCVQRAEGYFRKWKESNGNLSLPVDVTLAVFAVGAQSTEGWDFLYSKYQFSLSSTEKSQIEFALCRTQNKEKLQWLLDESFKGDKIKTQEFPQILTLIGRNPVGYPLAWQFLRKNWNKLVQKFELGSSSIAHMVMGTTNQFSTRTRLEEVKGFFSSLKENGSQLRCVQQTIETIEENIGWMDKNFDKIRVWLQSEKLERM
SIRT5 block – inhibitors of human sirtuin-5 desuccinylase | inhibition, % at 15 µM | hit rate 1.1% among 330,000 | AID 652115 | Purified SirT5, succinyl-peptide AMC, trypsin-coupled fluorescence; in the data active = inhibition above about 15%; inconclusive = no clear call, values can overlap the other calls
Casp6 inh – inhibitors of human caspase-6. P55212. purified caspase-6, Z-VEID-R110 cleavage fluorescence. inhibition, % at 12.5 µM. hit rate 0.53% among 350,000;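 active = mean inhibition across replicates at least about 35%, with every replicate also reaching that limit, limit read from the data; inconclusive = only one of the two criteria met; inactive = neither criterion met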;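 also: 0% = median of neutral control wells and 100% = no fluorescence left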
* marks the source's active call; other numbers are inactive results; ? = inconclusive; . = no result given; & = joins results of further samples; [ ] = remark or other dose.

SMILES | DENV2 CPE rescue | CFTR F508del cor | miR122 inh | ERp5 inh | ERAP1 inh | SIRT5 block | Casp6 inh
CC(C)C[C@H]1CN([C@@H](Cc2ccccc2)CN2CCC[C@@H]2CN2C(=O)C(=O)NC[C@@H]2Cc2ccc(O)cc2)C(=O)C(=O)N1CC1CCCCC1 | ? | -2.5 | 11 | -2 | . | -8 | 4
[O-]c1n[n+](-c2ccc(Cl)cc2)cc2ccccc12 | 6 | -0.3 | . | -4 | 2 | . | 1
CCOC(=O)C1=CNS(=O)(=O)NC1c1ccc(C(=O)OC)cc1 (configuration not stated) | -5 | -0.5 | -1 | -2 | 4 | -2 | 3
OC(c1ccccc1)c1nc(/C=C/c2ccccc2)cs1 (configuration not stated) | -1 | -3.0 | 0 | 7 | 1 | . | 1
O=C(NC[C@H]1[C@H](c2ccccc2)[C@H](CO)N1C(=O)Cc1cccnc1)C1CC1 | 9 | -2.4 | 0[16.7 µM] | 2 | -1 | 3 | -4
O=C(C[C@H]1C=C[C@H](NC(=O)C2CCOCC2)[C@H](CO)O1)NCc1ccncc1 | -15 | -0.6 | . | -3 | -1 | -3 | 2
CC(=O)c1cccc(NC(=O)Nc2cnn(Cc3ccc(F)cc3)c2)c1 | 7 | 1.1 | . | 0 | 1 | -4 | 1
COc1cccc(CNC(=O)CCC2CCCN(C(=O)c3cc(C4CC4)[nH]n3)C2)c1 (configuration not stated) | -3 | . | . | 5 | 6 | -3 | -1
CC(=O)c1sc(N/N=C/c2cccc(O)c2)nc1C | 11 | 1.3 | 9 | -3 | 9 | -2 | -2
CN(C)CC#Cc1ccc([C@H]2[C@@H](CO)N3CCCCN(CC4CCOCC4)C[C@H]23)cc1 | -7 | 2.1 | 3[16.7 µM] | 0 | 0 | . | 1
Cc1ccc(NS(=O)(=O)c2cccc(C(=O)NCC3(N(C)C)CCCCC3)c2)cc1 | -2 | 1.1 | 39 | -1 | 0 | -3 | 2
COc1cc(CN2CCC(C(=O)NC(c3ccc(F)cc3)c3ncccc3C)CC2)cc(OC)c1 (configuration not stated) | ? | 1.7 | -15 | 5 | 1 | -1 | 1
Cc1ccc([C@H]2C[C@]34CNS(=O)(=O)[C@H]3C[C@H]2O4)cc1 | 4 | -0.4 | . | -3 | -2 | 0 | -5
CC(C)[C@H](NC(=O)C1CCN(S(=O)(=O)c2ccccc2)CC1)C(=O)NCc1ccccn1 | 4 | -0.1 | -2 | 1 | 2 | 0 | 0
Cc1nc2ccc(Cl)cc2nc1C | 6 | 0.0 | . | 2 | -1 | -4 | -2
Cc1cc(C)n(C(C)CC(=O)Nc2ccc3c(c2)OCCO3)n1 (configuration not stated) | 0 | -0.3 | -11 | 6 | 1 | -2 | 2
CCOC(=O)c1ccc(CNCc2ccccc2)cc1 | 11 | -1.0 | . | 4 | 1 | -1 | 1
O=C(N[C@@H]1CC[C@@H](CCNS(=O)(=O)c2ccc(F)cc2)O[C@H]1CO)C1CCCC1 | -8 | -2.2 | -11[16.7 µM] | 7 | -3 | 11 | 1
O=C(COC(=O)c1c(F)cccc1F)Nc1ccccc1OC(F)F | 8 | 1.8 | -5 | 1 | -2 | . | -2
O=S(=O)(NCCOc1ccccc1F)c1cccc(Br)c1 | -1 | 3.1 | . | -3 | -1 | -6 | 4
CCCCC(=O)Nc1ccc(C(=O)NN2C(=O)c3ccccc3C2=O)cc1 | 5 | -1.1 | -1 | -3 | 0 | 3 | -1
C/C=C/c1ccc([C@@H]2[C@@H](CO)N3C(=O)CN(C(=O)Cc4cccnc4)C[C@@H]23)cc1 | 0 | -2.6 | . | -2 | 1 | -2 | 3
CC(NCC(O)COc1ccccc1)C1COc2ccccc2O1 (configuration not stated) | 4 | 1.4 | . | -1 | 2 | 0 | 3
C/C=C/c1ccc([C@@H]2[C@@H](CN(C)S(C)(=O)=O)N(C(=O)CC)[C@H]2CO)cc1 | 20 | -2.6 | 0[16.7 µM] | 4 | -5 | 7 | -1

Pulled one by one from the entries so far:
SMILES | DENV2 CPE rescue | CFTR F508del cor | miR122 inh | ERp5 inh | ERAP1 inh | SIRT5 block | Casp6 inh
CC(C)[C@H](NC(=O)C1CCN(S(=O)(=O)c2ccccc2)CC1)C(=O)NCc1ccccn1 | 4 | -0.1 | -2 | 1 | 2 | 0 | 0
CCCCC(=O)Nc1ccc(C(=O)NN2C(=O)c3ccccc3C2=O)cc1 | 5 | -1.1 | -1 | -3 | 0 | 3 | -1

(list continues)
SMILES | DENV2 CPE rescue | CFTR F508del cor | miR122 inh | ERp5 inh | ERAP1 inh | SIRT5 block | Casp6 inh
COc1ccc(NC(=S)NCCCN2CCCC2=O)c(OC)c1 | 6 | . | . | 5 | 12 | -4 | -2
CCOC(=O)c1nn(-c2ccccc2)c(=O)cc1OCC(=O)Nc1ccccc1OCC | -1 | -0.5 | -4 | -5 | 0 | -1 | 3
O=C(Cc1ccccn1)N1CC(=O)N2[C@H](CO)[C@H](c3ccc(C#CCC4CCCC4)cc3)[C@H]2C1 | 7 | -1.3 | . | 8 | 2 | -2 | 5
CCCC(=O)Nc1ccc2c(c1)OC[C@@H](C)N(Cc1nccs1)C[C@H](C)[C@@H](OC)CN(C)C2=O | 1 | 2.5 | . | -1 | 2 | 9 | -3
C[C@@H]1CN([C@@H](C)CO)C(=O)c2cc(NC(=O)CCCN(C)C)ccc2O[C@H]1CN(C)C(=O)Nc1ccc(F)cc1 | -2 | -1.6 | -8[16.7 µM] | 2 | 0 | -3 | 2
CCN1C(=O)[C@H]2[C@@H](c3ccc(-c4ccc5c(c4)OCO5)c(OC)c3)N[C@@](C)(C(=O)OC)[C@H]2C1=O | . | -0.6 | 21 | -1 | -2 | . | 1
COc1ccccc1NC(=O)N[C@@H]1C=C[C@@H](CC(=O)NCc2ccc(Cl)c(Cl)c2)O[C@@H]1CO | -7 | 0.9 | . | 0 | 2 | -4 | 0
Cc1c(-c2cc(Br)ccc2O)nc2cc3c(cc2c1C)OCO3 | -3 | 5.4 | 6 | 3 | -2 | -4 | -1
C[C@H](CO)N1C[C@H](C)[C@@H](CN(C)Cc2ccc3c(c2)OCO3)Oc2c(NS(=O)(=O)c3cn(C)cn3)cccc2C1=O | -11&-12 | -0.9&-2.4 | 37[16.7 µM] | -4&-2 | 2 | -1 | -1&3
O=S1(=O)N[C@H](Cc2ccccc2)COc2cc(F)ccc21 | -9 | 2.4 | . | 5 | -12 | 0 | 0
CCCC(=O)Nc1ccc2c(c1)C(=O)N(C)C[C@H](OC)[C@@H](C)CN(S(=O)(=O)c1cn(C)cn1)[C@@H](C)CO2 | 0 | 5.0 | . | -1 | 4 | 1 | -1
O=C(c1ccc(N2C(=O)CCC2=O)cc1)N1CCCSC1=Nc1ccccc1 | 15 | 2.5 | -1 | -8 | -7 | . | 2
CCOc1cccc(C(=O)NNC(=O)CCC(=O)O)c1 | . | . | . | -5 | 7 | -4 | -2
Cc1ccc(CN(C)C2CCN(C)CC2)cc1 | 10 | -2.8 | 4 | 1 | 4 | 0 | -11
O=C(NCc1ccccc1)c1cnsn1 | 14 | -1.5 | -1 | -2 | -2 | 8 | 0
NC(=O)C1CCN(CCC(=O)Nc2ccc(F)c(F)c2)CC1 | 0 | 3.2 | -1 | 1 | 3 | -4 | -1
Cc1ccc(C(=O)N[C@H](C(=O)NC2CCCCC2)C(C)C)cc1 | -3 | -2.9 | . | -2 | -2 | -3 | -1
CSCCNC(=O)Nc1c(-c2c(Cl)cccc2Cl)noc1C | 4 | -1.4 | . | 2 | . | -9 | -2
COc1ccc(C(=O)CCN2CCN(c3ccccc3F)CC2)cc1 | -4 | -2.0 | . | -2 | . | -1 | 2
CC(=O)n1cc(/C=N/NC(=O)c2ccc(Cl)cc2)c2ccccc21 | 13 | -0.4 | 3 | 3 | -4 | -3 | 2
Cc1ccc(S(=O)(=O)NCCC(=O)NCC(c2cccs2)N(C)C)cc1C (configuration not stated) | -7 | 5.0 | . | 1 | 0 | -2 | -3
CC(NC1=CC(=O)c2cccnc2C1=O)C(O)c1ccccc1 (configuration not stated) | -8 | -8.4 | 24 | -7 | 0 | -1 | 100*
O=C(Nc1nnc(S(=O)(=O)N2CCOCC2)s1)c1cccc(F)c1 | -1 | 4.3 | 2 | 3 | 6 | 14 | 1
CN1C(=O)[C@@H]2[C@@H]3C[C@@H]([C@H]4ON=C(c5ccccc5OCC#N)[C@@H]34)[C@@H]2C1=O | -2 | -0.1 | 0 | -1 | . | -3 | 0
Cc1nn(C)cc1-c1csc(N)n1 | 3 | -0.7 | . | 4 | 3 | 4 | -1
O=C(C1CCCCC1)N1[C@@H](CO)[C@@H]2c3ccccc3NC[C@@H]21 | -1 | -4.0 | 7[16.7 µM] | 1 | 2 | 3 | -1
C=CC[C@]12N=C(c3ccc(OCCCO)cc3)O[C@H]1c1ccccc1CN(C(=O)c1ccccc1)C2=O | -11 | 1.4 | . | 3 | -2 | 6 | 1
CCCC[n+]1ccn(-c2nc3c([N+](=O)[O-])cccc3n2C)c1 | 8 | 3.9 | -4 | 3 | 14 | -3 | -1
C[C@@H]1CN([C@@H](C)CO)C(=O)c2c(c3ccccc3n2C)-c2ccccc2CO[C@H]1CN(C)Cc1cccc(F)c1 | 6 | 3.4 | . | . | 2 | 9 | 0
C[C@H](CO)N1C[C@H](C)[C@@H](CN(C)S(=O)(=O)c2cccs2)Oc2c(NC(=O)c3nc4ccccc4s3)cccc2C1=O | 14 | -2.2 | -2[16.7 µM] | 2 | -1 | 0 | 1
C[C@H]1CN([C@@H](C)CO)C(=O)c2cc(-c3cccc(F)c3)cnc2O[C@@H]1CN(C)C(=O)C1CCCCC1 | -12 | -0.1 | -5[16.7 µM] | -1 | 5 | 2 | -2
COc1ccc(S(=O)(=O)N(C)C[C@H]2Oc3ccc(NS(=O)(=O)c4ccc(Cl)cc4)cc3CC(=O)N([C@H](C)CO)C[C@H]2C)cc1 | -7 | -1.3 | -16[16.7 µM] | . | . | . | .
Cc1cc(C)cc(OCC(=O)NCCc2nc3ccccc3[nH]2)c1 | -4 | -0.5 | 4 | 0 | 1 | -2 | -3
CC1CCCN(c2ccc(N)cc2C(N)=O)C1 (configuration not stated) | -5 | 2.6 | 2 | -4 | -3 | -4 | 2
CCC(=O)N(C)C[C@@H]1Oc2cc(C#CC3(O)CCCC3)ccc2S(=O)(=O)N([C@@H](C)CO)C[C@H]1C | -1 | -0.2 | 6[16.7 µM] | -15 | -4 | 6 | -4
CC(=O)Nc1ccc(S(=O)(=O)Nc2ccc(S(=O)(=O)Nc3nc(C)cc(C)n3)cc2)cc1 | -9 | -0.2 | -34 | 0 | 6 | 1 | 1
CC(=O)N/C(=C\c1ccc(F)cc1)C(=O)NC(Cc1ccccc1)C(=O)O (configuration not stated) | 3 | -1.0 | 1 | -5 | -2 | -8 | 2
CCOC(=O)c1c(C)c(C(=O)NCCOC)c(C)n1CC | 3 | -1.0 | -9 | -1 | -1 | -1 | 1
CCCC(=O)Nc1sc2c(c1C(=O)OCC)CC(C)(C)OC2 | 0 | 0.5 | -1 | 1 | 1 | -4 | 0
C/C(=N/NC(=O)c1cc(-c2ccccc2)nc2c(Cl)cccc12)c1cccnc1 | 8 | 0.1 | . | 3 | -4 | 2 | -3
COc1cc(CC(=O)OCc2ccccc2F)cc(OC)c1OC | -5 | -4.4 | . | 4 | 3 | -5 | .
CC(C)NC(=O)Nc1cccc2c1O[C@H](CN(C)S(=O)(=O)c1cn(C)cn1)[C@H](C)CN([C@H](C)CO)C2=O | 3 | -2.7 | -4[16.7 µM] | 6 | 0 | -4 | 2
COc1cccc(N2CC(C(=O)NNC(=O)c3ccc(Cl)cc3)CC2=O)c1 (configuration not stated) | 8 | 0.2 | -4 | -2 | -2 | -10 | 1
CCOC(=O)C1=C(N)OC2=C(C(=O)CC(C)(C)C2)C1c1cc(CSc2nnnn2C)cs1 (configuration not stated) | 0 | -0.7 | . | 3 | -1 | . | -3
O=c1ccc(-c2ccc(S(=O)(=O)Nc3cccc([N+](=O)[O-])c3)s2)n[nH]1 | ? | -0.9 | -1 | 2 | 1 | -8 | 36*
Cc1nccn1-c1c2c(c(C#N)c3nc4ccccc4n13)CCCC2 | 17 | 2.5 | 2 | 1 | . | -3 | -2

Screens from PubChem BioAssay.
